GPR55 beta-arrestin – selective activators of receptor GPR55 – imaging, U2OS cells, beta-arrestin-GFP redistribution, primary screen (AID 1961) | 290,000 tested, 0.048% active | activation, % at 10 µM, or EC50 in µM where a hit was titrated | U2OS GPR55 beta-arrestin-GFP redistribution imaging; higher % means a stronger effect;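 active = activation above 40% with more than 50 cells counted in the well; inconclusive = wells holding fewer than 50 cells, flagged as toxic or sparse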;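 also: U2OS osteosarcoma cells stably expressing GPR55 and beta-arrestin-GFP; plate controls were DMSO negative control for no effect and LPI positive control for full effect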
Myeloid diff 2 – myeloid differentiation induction. ER-HoxA9 myeloid progenitors, lysozyme-GFP differentiation, flow cytometry. AID 624256. 360,000 tested, 1% active. calls only at 10 µM;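 active = normalized GFP-positive differentiation at or above the plate's own cutoff, the solvent-only control mean plus 3 SD; inconclusive = no clear call, values can overlap the other calls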;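 also: cells exposed to compound for four days before flow analysis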
GPR55 antagonists – inhibition of LPI-stimulated GPR55 beta-arrestin translocation – imaging, U2OS, beta-arrestin-GFP, LPI agonist, primary screen (AID 2013); U2OS GPR55 beta-arrestin-GFP translocation imaging, LPI antagonism; higher % means a stronger effect; one-dose inhibition, % at 10 µM; IC50 in µM for titrated hits; 290,000 tested, 0.13% active;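 active = spots per cell inhibited over 60%, with over 100 cells counted and total cytoplasm intensity under 500,000; inconclusive = wells with under 100 cells, flagged as likely toxic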;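 also: U2OS cells stably carrying GPR55 and arrestin-GFP stimulated by 5 µM LPI near EC80; imaged beta-arrestin-GFP aggregate spots per cell after agonist stimulation; plate controls were LPI-stimulated DMSO wells for no effect and DMSO wells without LPI for full effect; some results filed as inactive read as strong as hits; confirmed hits need IC50 under 10 µM and bright autofluorescent wells are also inconclusive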
HIV peptide binding – inhibitors of HIV fusion peptide binding, primary screen, biochemical, uHTS, fluorescence dequenching (AID 1986); cell-free peptide binding, fluorescence dequenching, 30 min; higher % means a stronger effect; inhibition, % at 20 µM, or IC50 in µM where a hit was titrated; 290,000 tested, 0.3% active; in the data active = inhibition mostly above about 52%, no sharp cut-off; inactive = mostly below about 76%; also: some results filed as inactive read as strong as hits
NOD1 NF-kB reporter – inhibition of NOD1-driven NF-kB reporter – cell-based, luminescence, uHTS, primary screen (AID 1578). NOD1-driven NF-kB luciferase reporter cells, luminescence; higher % means a stronger effect. one-dose inhibition, % at 4 µM; EC50 in µM for titrated hits. 290,000 tested, 1% active; in the data active = inhibition mostly above about 36%, no sharp cut-off; inactive = mostly below about 34%;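 also: HEK-293T reporter cells stimulated with the NOD1 agonist gamma-tri-DAP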
GPR35 arrestin U2OS – inhibition of zaprinast-stimulated GPR35 beta-arrestin translocation – imaging, U2OS, beta-arrestin-GFP, zaprinast agonist, primary screen (AID 2058) | U2OS GPR35 beta-arrestin-GFP translocation imaging, zaprinast antagonism; higher % means a stronger effect | inhibition, % at 10 µM, or IC50 in µM where a hit was titrated | 290,000 tested, 0.052% active;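 active = inhibition of at least 50% with at least 30 cells and total cytoplasm GFP at most 10,000,000; inconclusive = under 30 cells or total GFP of 10,000,000 plus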
KOR beta-arrestin-1 – KOR antagonists, beta-arrestin recruitment, cell-based, luminescence, uHTS (AID 1778) | KOR beta-arrestin recruitment, luminescence, antagonist mode; higher % means a stronger effect | 290,000 tested, 0.091% active | one-dose inhibition, % at 10 µM; IC50 in µM for titrated hits; also: strong numbers were not always called active
KOR beta-arrestin-2 – KOR agonists, beta-arrestin recruitment, primary screen, cell-based, luminescence, uHTS (AID 1777); one-dose activation, % at 10 µM; EC50 in µM for titrated hits; KOR beta-arrestin recruitment, luminescence; higher % means a stronger effect; 280,000 tested, 0.02% active; in the data active = activation above about 50%, passing the limit was not always enough; also: a part of the inactive calls stands beside numbers as strong as those of hits
NOD2 inhibition – inhibition of NOD2-driven NF-kB reporter – cell-based, luminescence, uHTS, HEK293 (AID 1566); HEK293 NOD2/NF-kB luciferase reporter, luminescence; higher % means a stronger effect; one-dose inhibition, % at 4 µM; EC50 in µM for titrated hits; 290,000 tested, 0.63% active; also: many of its hits are not listed in these tables
Myeloid diff 2 GFP+ MAC1+ % – further read-out of Myeloid diff 2, marked with its call; GFP+ MAC1+ double positive, %; measured here: differentiation confirmed by MAC1 staining
An asterisk follows results filed as active; i = inactive; ? = inconclusive; . = not tested or not shown; [ ] = remark or other dose. Rule as the data show it, unless noted: active = inhibition above about 50%; inactive = the rest. Only part of the results is shown; count on the stated rates, not on these rows.

SMILES | GPR55 beta-arrestin | Myeloid diff 2 | Myeloid diff 2 GFP+ MAC1+ % | GPR55 antagonists | HIV peptide binding | NOD1 NF-kB reporter | GPR35 arrestin U2OS | KOR beta-arrestin-1 | KOR beta-arrestin-2 | NOD2 inhibition
COc1ccc(OC)c(NC2c3ncccc3C(=O)N2Cc2ccco2)c1 (centres undefined) | 0.2% | i | 1.4 | -5% | 1.1% | 8% | 14% | 0% | 0.5% | 3%
O=C1NCCN(Cc2cccc(Oc3ccccc3)c2)C1CC(=O)N1CCCO1 (centres undefined) | -0.1% | i | 0.0 | 8% | -0.8% | -9% | 5% | -16%[20 µM] | . | 19%
COC(=O)c1cc(NC(=O)CN(c2cccc(OC)c2)S(=O)(=O)c2ccccc2)ccc1Cl | -0.2% | i | 0.2 | 10% | 0.5% | 11% | 6% | 6% | 1.2% | 8%
COc1ccc(-n2nnnc2SCC(=O)N2CCN(C(=O)c3ccco3)CC2)cc1OC | -0.3% | i | 0.2 | -1% | 0.3% | -26% | -3% | -25% | 1.6% | -3%
COc1cc(OC)c(NS(=O)(=O)c2cc(C(=O)OC(C)C(=O)NC3CC3)c(Cl)cc2Cl)cc1Cl (centres undefined) | -0.2% | i | 0.2 | 6% | 2.9% | 3% | -10% | . | -3.0% | 11%
COc1ccc(-c2noc(COc3ccc4c(c3)OCO4)n2)cc1OC | -0.2% | i | 1.2 | 9% | -3.2% | -23% | 13% | -80% | 2.1% | -16%
CCN(CC)S(=O)(=O)c1ccc(/C=C/C(=O)Nc2ccccc2N2CCOCC2)cc1 | 0.2% | i | 0.2 | 6% | -1.7% | 8% | 2% | 20% | -2.0% | 37%
CC1(CC(=O)N/N=C/c2cc(Br)c(O)cc2O)OCCO1 | -0.1% | i | 2.9 | 1% | 5.6% | -23% | 3% | -4% | 1.7% | 5%
Cn1cc([N+](=O)[O-])c(C(=O)Nc2ccc3c(c2)OCCO3)n1 | -0.2% | i | 6.8 | -10% | -3.3% | . | 6% | 7% | -2.9% | -19%
Cc1ccc(S(=O)(=O)CC(c2ccccc2)N2CCCCC2)cc1 (centres undefined) | -0.1% | i | 0.4 | -6% | 0.1% | -59% | -1% | -26% | 3.2% | -5%
CCOC(=O)C1CCN(C(=O)CCCNC(=O)Cn2cnc3sc(C)c(C)c3c2=O)CC1 | 0.2% | i | 0.5 | 8% | -0.8% | -31% | 11% | 0% | -5.6% | 6%
CC(=O)Nc1sc2c(c1C#N)CCCCC2 | -0.3% | i | 1.8 | 5% | 0.8% | 44% | 9% | -20% | 7.8% | 2%
Cc1ccc(C(=O)N(CC(=O)NC2CCCC2)c2ccc(F)cc2)s1 | . | i | 0.5 | -2% | -0.5% | -33% | 6% | -28% | 3.6% | -8%
COc1ccc(NC(=O)c2cc3c([nH]c4ccccc43)c(C)n2)cc1 | 0.1% | i | 0.5 | 6% | 2.6% | -2% | -6% | -11% | 4.6% | 13%
COc1cccc2c(=O)n(CC(=O)NC3CCCCC3)ccc12 | -0.1% | i | 2.9 | 3% | 0.1% | -17% | 10% | 7% | -1.7% | -6%
Cc1cccc(C(=O)Nc2ccc(S(=O)(=O)N3CCOCC3)cc2C)c1 | 0.0% | i | 1.8 | 0% | -1.2% | -32% | 8% | -24%[20 µM] | 0.2% | -1%
CCOc1ccc(-c2n[nH]c(C)c2-c2ccccc2OC)c(O)c1 | -0.1% | i | 0.3 | 4% | -0.5% | 53% | 10% | -19% | -0.2% | 19%
NC1=NC[C@H](Cc2ccc(O)cc2)N1CC1CCCCC1 | 0.7% | i | 2.5 | 5% | -1.6% | -3% | 2% | 34% | 0.2% | 6%
O=C(O)c1ccc(CSc2ncnc3c2cnn3Cc2ccccc2)cc1 | 0.2% | i | 0.6 | -8% | 1.9% | 1% | -1% | -42% | 0.5% | 20%
CCC(C)(C)n1nnnc1C(c1ccc2ncccc2c1)N1CCN(c2ccc(O)cc2)CC1 (centres undefined) | 1.9% | i | 0.6 | 1% | -3.4% | -7% | -7% | 39% | -0.3% | 10%
COC(=O)c1ccc(CN(c2ccc(C(=O)O)c(O)c2)S(=O)(=O)c2ccc(Cl)c([N+](=O)[O-])c2)cc1 | 0.0% | i | 0.4 | 0% | 8.2% | -2% | 26% | -32% | -0.1% | 2%
COc1ccc([N+](=O)[O-])cc1NC(=O)C(C)OC(=O)C1CCCC1 (centres undefined) | 0.0% | i | 0.8 | -35% | -0.1% | -10% | 3% | -19% | 1.6% | 12%
COc1cc(/C=C(\NC(C)=O)C(=O)N2CCCCC2)ccc1OC(C)=O | 0.5% | i | 0.9 | -11% | 0.6% | -18% | -7% | -14%[20 µM] | -2.3% | 3%
CCOCCCNCc1ccc(OC)c(OC)c1 | 0.0% | i | 0.5 | 6% | 0.3% | -16% | -13% | -23% | 0.7% | -4%
CN(C)CC1CCCCC1C1(O)c2ccccc2CSc2sccc21 (centres undefined) | -0.4% | i | 0.4 | 17% | -0.6% | -8% | 4% | 0% | -0.6% | 10%
Cc1ccc(-c2c[n+](Cc3ccc(Cl)cc3)c3n2CCC3)cc1 | -0.1% | i | 0.0 | 5% | -2.0% | -5% | -10% | 3% | -0.7% | 25%
C=CCNCc1cccn1-c1ccccc1 | -0.2% | i | 7.6 | 0% | 0.3% | -1% | -1% | 10% | -2.3% | 6%
CCN(CC)C(=O)c1sc2nc(-c3ccncc3)[nH]c(=O)c2c1C | -0.1% | i | 0.5 | 4% | -2.9% | -8% | 19% | -17% | 0.6% | 10%
CN(Cc1ccccn1)Cc1nc(Cc2ccccc2Cl)no1 | 0.2% | i | 0.0 | -5% | 0.3% | -14% | -1% | -28%[20 µM] | . | 24%
CCCCNc1nc2ccccc2n1CC(=O)N1CCc2ccccc2C1 | 0.2% | i | 0.7 | 6% | -3.3% | 8% | 17% | . | . | -6%
O=C(NCc1ccc(F)cc1)c1cnc(Cl)c(Cl)c1 | . | i | 0.4 | -6% | -0.9% | -21% | 16% | 1% | -1.1% | 5%
CCCOc1ccc2oc(=O)c3c(c2c1)CCCN3C(=O)CN1CCN(c2ncccn2)CC1 | 0.2% | i | 1.7 | 8% | 3.0% | 1% | 14% | 17% | 2.6% | 7%
Cc1cc(OCCN2CCOCC2)ccc1C(C)C | 0.0% | i | 1.2 | 8% | -2.1% | 11% | -1% | -19% | -1.5% | -36%
Cc1ccc(C)c(C(=O)COC(=O)c2cccc(N3C(=O)c4c(C)nc5ccccc5c4C3=O)c2)c1 | -0.1% | i | 0.0 | 9% | 0.7% | 3% | 4% | -1% | -1.3% | -34%
COc1ccc(N2CC(C(=O)Nc3nc4ccccc4s3)CC2=O)cc1 (centres undefined) | -0.3% | i | 0.8 | -2% | 0.0% | 1% | -3% | -4% | 0.3% | 19%
Clc1cccc2c3c([nH]c12)CCNC3 | 0.4% | i | 0.3 | 7% | 0.4% | 0% | -7% | -12% | -0.7% | 21%
COc1ccc(CC(=O)Nc2cc(C)on2)cc1OC | -0.1% | i | 0.5 | 4% | -2.5% | -37% | -5% | -17% | 0.1% | -5%
N#Cc1ccsc1NC(=O)COC(=O)CCCSc1nc2ccccc2s1 | -0.2% | i | 0.0 | 2% | 1.3% | 15% | -15% | 23% | -5.8% | 24%
Cc1cccn2cc(CCNS(=O)(=O)c3ccc([N+](=O)[O-])cc3)nc12 | -0.3% | i | 0.9 | 0% | 0.4% | -10% | -8% | -3% | -4.3% | 1%
N#Cc1cccc(NC(=O)CSc2n[nH]c(=O)[nH]c2=O)c1 | 0.5% | i | 0.0 | 0% | 0.5% | -34% | -10% | -35% | 1.2% | 14%
CC(C)Cc1nn2c(=O)cc(O)nc2s1 | 0.7% | i | 0.4 | 16% | -0.2% | -21% | 0% | 15% | 9.5% | 15%
O=c1oc2c(CN3CCCCC3)c(O)ccc2c2c1CCCC2 | 0.2% | i | 8.1 | -1% | 10% | -20% | 11% | -32% | 1.0% | -4%
Nc1c(C(=O)NCCN2CCOCC2)c2nc3ccccc3nc2n1CCc1ccccc1F | -0.2% | i | 6.9 | -13% | 1.6% | -3% | 6% | 4% | -3.4% | 20%
Cc1cc(C)n(-c2ccc(C(=O)Nc3ccc(S(=O)(=O)N(C)C)cc3)cc2)n1 | 0.1% | i | 0.4 | 9% | -3.2% | 0% | 0% | -18% | -2.4% | 18%
CSCC[C@H](NC(=O)CCn1nnc2ccccc2c1=O)C(=O)O | -0.3% | i | 0.8 | -7% | 1.3% | -13% | -4% | 19% | -4.7% | 1%
CCCc1cc(=O)n2nc(N3CCC(C(=O)Nc4cccc(C(C)=O)c4)CC3)sc2n1 | -0.1% | ? | . | -7% | 0.0% | 2% | -1% | -8% | 4.1% | 17%
COc1cc2c(cc1OC)CN(CC(=O)Nc1ccc(C)c(S(=O)(=O)N3CCOCC3)c1)CC2 | -0.1% | i | 1.9 | 8% | -0.7% | -15% | -4% | 3% | -1.5% | 13%
CS(=O)(=O)Nc1ccc(C(=O)Nc2ccccc2Cl)cc1 | -0.1% | i | 0.1 | 2% | 0.1% | -16% | 8% | -11%[20 µM] | -4.6% | 8%
C=CCn1c(N2CCOCC2)nc2c1c(=O)[nH]c(=O)n2C | 0.0% | i | 0.4 | 7% | -0.1% | -27% | 2% | -14% | -1.4% | 16%
CCCCN(C)CCCNC(=O)c1cc(=O)[nH]c2ccc(S(=O)(=O)N3CCCCC3C)cc12 (centres undefined) | -0.3% | i | 0.0 | 9% | 0.3% | -10% | -5% | 1% | -2.1% | 17%
Cc1nc2ccccc2cc1O | -0.4% | i | 1.7 | 9% | -2.2% | -7% | -7% | -1% | -3.9% | 10%
Cc1cn(S(=O)(=O)c2ccccc2[N+](=O)[O-])cn1 | 0.2% | i | 0.6 | 3% | 1.7% | -17% | 11% | 26%[20 µM] | . | 2%
O=C(c1ccco1)N1CCCC(c2nc(-c3ccc(S(=O)(=O)NCc4ccccc4)cc3)no2)C1 (centres undefined) | 0.3% | i | 1.3 | 6% | 2.2% | -17% | -8% | -5% | -1.3% | 21%

Screening data (PubChem BioAssay)
